# Efflux pump inh: antifungal efflux pump inhibition, Nile Red retention; S. cerevisiae Candida pump triplex; 330,000 compounds, 0.44% hits; inhibition, % at 10 µM;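 active = plate passing quality check with inhibition over a set limit, or well fluorescence over plate mean plus 4 SD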;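 also: Nile Red retained in pooled yeast measured as flow cytometry median fluorescence; 0% = buffer negative control and 100% = Enniatin B positive control; higher means more Nile Red kept so more efflux inhibition; some compounds called inactive have numbers as strong as hits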
# PP1 counter: blocks human PP1-alpha phosphatase, a PP5 counter-screen; purified PP1alpha, OMFP fluorescence; inhibition, % at 6.7 µM; 320,000 compounds, 0.9% hits;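 active = inhibition above the mean inhibition of all tested compounds plus 3 SD, computed separately for each screening campaign, cut at about 15% in these data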
# Target sequence (P62136 whole entry, looked up): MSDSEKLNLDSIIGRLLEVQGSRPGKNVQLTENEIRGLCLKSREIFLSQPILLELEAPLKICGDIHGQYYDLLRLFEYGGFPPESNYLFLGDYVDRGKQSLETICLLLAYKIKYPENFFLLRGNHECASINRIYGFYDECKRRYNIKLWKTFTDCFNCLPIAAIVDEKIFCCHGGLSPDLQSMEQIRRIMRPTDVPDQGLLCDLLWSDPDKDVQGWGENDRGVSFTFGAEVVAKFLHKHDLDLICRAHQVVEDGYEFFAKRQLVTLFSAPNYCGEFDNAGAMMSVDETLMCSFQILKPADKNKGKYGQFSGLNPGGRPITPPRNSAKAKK
# PP5 inh: inhibitors of human protein phosphatase 5 (PP5). 320,000 compounds, 0.18% hits. purified PP5c, OMFP substrate fluorescence. AID 1987. inhibition, % at 6.7 µM;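 active = inhibition above the campaign's mean inhibition across all tested compounds plus 3 SD, cut at about 9.5% in these data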;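 also: 0% = DMSO only and 100% = 100 µM cantharidin control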
# core dimer inh: HCV core protein dimerization inhibition | AID 1899 | 300,000 compounds, 0.33% hits | TR-FRET GST/Flag-core106 dimerization, 1536-well | inhibition, % at 5 µM;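 active = inhibition above the mean of all tested compounds plus 3 SD, set per screening campaign, cut at about 45% in these data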
#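 Assay system: Tagged HCV core106 pair (GST and Flag) | Buffer or medium: KF-containing HEPES buffer, pH 7.45, DTT, CHAPS, BSA | Also added: Eu donor and XL665 acceptor anti-tag antibodies | Dosing: One concentration, 5 µM, in 0.5% DMSO | Timing: 4 h at 22.5 °C | Technique: TR-FRET 671 and 617 nm emission | Repeats: Singlicate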
# PREPL inh: inhibits the human prolyl oligopeptidase-like enzyme; recombinant PREPL, fluorescence polarization activity-based probe; inhibition, % at 5.96 µM; 320,000 compounds, 0.68% hits; AID 2751; in the data active = inhibition above about 43%;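 also: 0% = enzyme with DMSO and 100% = wells lacking enzyme; many of its hits are not listed in these tables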
# LYPLA2 inh: blocks human lysophospholipase 2, a PME1 counter-screen. O95372. recombinant LYPLA2, FP-Rh probe fluorescence polarization. inhibition, % at 5.9 µM. 320,000 compounds, 0.38% hits. AID 2177;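 active = inhibition above the screen-wide mean plus 3 SD, limit set per campaign, cut at about 26% in these data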;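 also: 0% = LYPLA2 with DMSO and 100% = wells lacking LYPLA2 enzyme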
# Target sequence (O95372 whole entry, looked up): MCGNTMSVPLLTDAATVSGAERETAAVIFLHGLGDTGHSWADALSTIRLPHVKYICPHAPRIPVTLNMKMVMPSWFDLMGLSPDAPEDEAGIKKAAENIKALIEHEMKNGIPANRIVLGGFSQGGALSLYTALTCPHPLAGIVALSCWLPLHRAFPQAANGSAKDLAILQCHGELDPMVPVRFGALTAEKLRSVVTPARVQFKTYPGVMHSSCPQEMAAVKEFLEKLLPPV
# TPT1 inhibitor: inhibitors of Candida albicans tRNA 2'-phosphotransferase TPT1. recombinant caTPT1, FP RNA substrate dephosphorylation. inhibition, % at 5 µM. 300,000 compounds, 0.81% hits. AID 1962;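 active = inhibition above the mean of all tested compounds plus 3 SD, set per screening campaign, cut at about 24% in these data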;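 also: plate controls were DMSO alone for no effect and ferristatin control at 100 nM for full effect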
# CTSL1 counter: blocks F. hepatica cathepsin L1 in PFM18AAP counter-screen. inhibition, % at 5.96 µM. 300,000 compounds, 0.49% hits. recombinant F. hepatica cathepsin L1, Z-Leu-Arg-MCA fluorescence;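 active = inhibition above the mean of all tested compounds plus 3 SD, set per screening campaign, cut at about 17% in these data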;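 also: 0% = plate median of test compound wells and 100% = 1 µM Z-Phe-Ala-diazomethylketone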
# JMJD2C inh: human JMJD2C demethylase inhibition | Q9H3R0 | GST-JMJD2C(1-420) H3K9me3 demethylation, DELFIA europium | inhibition, % at 2.35 µM | 330,000 compounds, 0.069% hits | AID 2099;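 active = more than half of a compound's replicate wells show inhibition beyond 50%, single wells judged on their own value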;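 also: signal counts dimethyl H3K9 product captured on neutravidin plate; 0% = median of DMSO wells and 100% = 0.3 times that DMSO median; strong numbers were not always called active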
# Target sequence (Q9H3R0 1-420 limits assumed): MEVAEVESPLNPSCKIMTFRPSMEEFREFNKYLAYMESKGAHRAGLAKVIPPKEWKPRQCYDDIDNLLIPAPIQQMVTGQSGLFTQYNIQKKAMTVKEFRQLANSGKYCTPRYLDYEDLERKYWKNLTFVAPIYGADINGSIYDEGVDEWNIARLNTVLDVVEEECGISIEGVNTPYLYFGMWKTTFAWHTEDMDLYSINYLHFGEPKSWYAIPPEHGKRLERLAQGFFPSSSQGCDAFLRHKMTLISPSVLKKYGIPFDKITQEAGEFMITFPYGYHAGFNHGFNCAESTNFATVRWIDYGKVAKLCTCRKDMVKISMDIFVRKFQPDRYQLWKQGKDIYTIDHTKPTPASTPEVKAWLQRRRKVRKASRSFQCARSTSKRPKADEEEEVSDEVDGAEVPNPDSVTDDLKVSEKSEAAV
# The depositor's hits bear a star; · = no result given; & = joins results of further samples. An excerpt. The share of hits here may be higher or lower than overall.
SMILES,Efflux pump inh,PP1 counter,PP5 inh,core dimer inh,PREPL inh,LYPLA2 inh,TPT1 inhibitor,CTSL1 counter,JMJD2C inh
c1ccc2c(c1)CCN2CCN1CCc2ccccc21,-0.1,13,1.1,-2,32,5,-3,2,-6
CCN(c1ccccc1)S(=O)(=O)c1ccc(OC)c(NC(=O)C2CC2)c1,-0.1,-5,-0.9,·,-9,-3,·,·,-4
COc1cc2c(cc1OC)CN(C(=O)C(CCSC)NS(=O)(=O)c1ccc(C)cc1)CC2 (stereo not given),0.1,0,1.1,-3,8,-5,-3,-3,-40
CCC(=O)N1CCc2cc(S(=O)(=O)NCCc3ccc(S(N)(=O)=O)cc3)ccc21,-0.2,0,2.5,-12,0,3,-5,-8,2
COC(=O)c1ccc(Oc2c(Cl)cccc2[N+](=O)[O-])cc1,1.0,6,2.0,-15,1,15,-8,0,26
Cc1ccc(NC(=O)Cn2c(=O)c(C)nc3ccccc32)cc1,-0.2,-6,-1.1,-1,-9,12,13,0,7
CC(=O)N1CCc2cc(S(=O)(=O)NC(CC(C)C)C(=O)Nc3ccc4c(c3)OCCO4)ccc21 (stereo not given),-0.2,1,-0.6,2,-5,-2,-5,1,·
CCC(C)CNC(=O)c1cccc(OC2CCN(CC(C)(C)C)CC2)c1 (stereo not given),-0.1,0,0.9,-9,-4,-3,3,0,8
Cc1ccc(OCCn2c(CCCO)nc3ccccc32)cc1,0.1,7,0.3,-4,0,0,-8,3,7
C=CCOc1c(Br)cc(/C=N/NC(=O)Cc2ccc(C(F)(F)F)cc2[N+](=O)[O-])cc1OC,0.0,-3,2.3,14,1,-2,4,4,4
O=c1cc(CN2CCN(S(=O)(=O)c3ccccc3)CC2)nc2ccc(Cl)cn12,-0.2,0,-1.8,·,14,-2,·,·,0
O=c1c2oc3ccccc3c2ncn1Cc1cccc(Cl)c1,0.0,-3,0.4,3,-2,1,-1,1,-5
COc1ccc(OC)c(NC(=O)COC(=O)c2ccc(-n3cnnn3)cc2)c1,0.1,-5,2.1,0,0,-3,2,-5,5
Cc1ccc(S(=O)(=O)NCC(=O)N2CCC(C)CC2)cc1,-0.2,0,3.0,-11,7,5,0,0,4
CCN(CC)S(=O)(=O)N1CCC(C(=O)NC(C)CCc2ccccc2)CC1 (stereo not given),0.1,1,3.1,1,7,2,3,1,-2
COCCCNC(=O)CCn1c(=O)c2ccccc2n(CC(=O)NCCc2ccc(OC)c(OC)c2)c1=O,0.0,-1,-2.5,-4,16,-2,0,-1,-2
CCCCn1c(N)c(N(CCC(C)C)C(=O)C2CC(=O)N(c3ccccc3OCC)C2)c(=O)[nH]c1=O (stereo not given),-0.2,-5,0.9,-3,12,2,-1,-3,4
Cc1nnc(N/N=C/c2cccc(OCc3ccc(Cl)c(Cl)c3)c2)n1N,0.3,10,3.6,-10,73*,9,0,2,1
Cc1cc(C(=O)OCC(=O)Nc2ccc(F)c(F)c2F)c(C)o1,-0.1,2,1.9,-1,1,-3,-3,5,4
O=C(O)COn1c(-c2ccccc2)nc2ccc(Cl)cc21,0.0,3,2.5,-6,7,3,-1,3,-3
CC1=NN(C(=O)c2ccc(Cn3nc(C)c([N+](=O)[O-])c3C)cc2)C(O)(C(F)(F)F)C1 (stereo not given),0.0,-4,1.0,-4,-3,-3,2,3,0
CCC(C)(C)NC(=O)CN(C(=O)c1ccc(N2CCCC2)nc1)c1ccc(F)cc1,0.1,-3,1.3,-3,4,-5,3,-3,-7
COc1ccc([C@H]2CC(=O)C=C(c3ccc(NC(C)=O)cc3)C2)cc1OC,0.0,-2,1.2,·,11,6,·,·,8
CCOc1nc(Nc2ccccc2F)nc(OCC)n1,-0.1,1,-0.1,-8,5,9,-1,0,-3
CC1CCN(c2nc3ccccn3c(=O)c2C=O)CC1,-0.1,3,0.3,2,1,5,-2,-1,-2
CC(C)OCCCNC(=O)CN1C(=O)CC(C)(C)S(=O)(=O)c2ccccc21,-0.1,-5,1.4,-3,3,-2,-2,-1,-5
CCC(=O)N1CCc2cc(S(=O)(=O)CCC(=O)Nc3cccc(F)c3)ccc21,-0.2,0,0.6,-2,19,5,-5,0,45
CCN(CC)CCN(C(=O)c1ccc(S(=O)(=O)N2CCCC2)cc1)c1nc2cc(C)cc(C)c2s1,0.0,0,4.5,-1,6,5,-1,2,3
CC(C)CNC(=O)c1cccc(NC(=O)Cc2ccc(Br)cc2)c1,-0.1,-1,2.6,-3,12,1,1,-4,-4
Cc1ccc(OCCNC(=O)Cn2cnc3c(=O)n(C)c(=O)n(C)c32)cc1C,0.0,1,-1.6,4,12,-2,1,2,-13
CS(=O)(=O)N(CC(=O)N1CCC(C(N)=O)CC1)Cc1ccc(Cl)c(Cl)c1,0.3,-7,3.5,0,10,-1,-1,-3,5
Cc1nc(CC(=O)c2ccc(O)c(C)c2O)cs1,0.3,-1,1.2,-3,1,9,-2,-1,37
O=C(Nc1ccccc1C(=O)N1CCOCC1)c1ccc(Br)cc1,0.0,-1,1.2,-1,6,-4,2,0,8
O=C1c2ccccc2CCC12N=NCC2c1ccc(Cl)cc1 (stereo not given),-0.1,3,2.4,-2,3,12,-4,-1,4
CN(C)C(=O)C1C2NC(=S)N(c3ccccc3)C1(C)Oc1ccccc12 (stereo not given),0.1,-1,-1.1,0,-2,5,2,-1,14
CCCC(=O)NCc1ccccc1Cl,-0.1,-2,-1.3,-2,-2,2,-1,3,4
COC(=O)c1cccc(NC(=S)Nc2cccc(Cl)c2C)c1,0.0,-2,1.3,-4,18,2,-1,-2,10
O=C(N/N=C/c1cccnc1)c1cc2ccccc2o1,0.0,-2,2.4,-11,-4,-6,-2,3,-1
CCOC(=O)/C=C1\Nc2ccccc2SC1=O,0.3,-1,3.2,6,9,-2,0,1,0
Cc1cccc(NC(=O)CSc2nnnn2-c2ccc3c(c2)OCCO3)n1,-0.1,1,0.2,0,2,5,-2,-4,-1
O=C(COC(=O)CCCOc1ccc(Cl)cc1Cl)NCc1ccccc1,0.3,-1,3.0,-3,-23,2,3,-11,6
COc1ccccc1N1CCN(C(CNS(=O)(=O)c2cc(F)ccc2F)c2cccnc2)CC1 (stereo not given),0.6,-3,4.1,-1,19,4,4,0,12
N#CC1=C(N)NC(SCC(=O)Nc2ccc(Br)cc2)=C(C#N)C12CCCCC2,0.1,9,5.8,8,-69,-9,-1,3,8
CCn1ncc(Cl)c1C(=O)Nc1cc([N+](=O)[O-])ccc1OC,0.1,-1,5.0,-6,0,9,-3,3,7
COc1ccc(NS(=O)(=O)c2ccc3oc(=O)c4[nH]c(=O)c(=O)n(C)c4c3c2)cc1,0.0,0,0.2,1,1,1,1,5,4
O=C(COC(=O)Cc1c(Cl)cccc1Cl)NCC1CCCO1 (stereo not given),0.0,-1,1.4,3,1,2,-4,-5,-7
CCn1c(SCC(=O)N/N=C/c2ccccc2OCC(=O)O)nnc1-c1ccc(C(C)(C)C)cc1,0.1,3,0.3,11,1,6,1,2,7
COc1ccccc1NC(=O)c1cc2cc(Br)ccc2cc1O,0.1,3,5.4,23,16,-6,3,3,-20
COc1cc(/C=N/NC(=O)c2cnn3c(C)cc(-c4ccccc4)nc23)ccc1O,0.3,0,3.7,3,23,-2,2,3,6
NS(=O)(=O)c1cccc(NC(=S)NCc2ccccc2)c1,0.0,-1,-2.6,-1,-4,1,-3,0,-10

# The results go on:
SMILES,Efflux pump inh,PP1 counter,PP5 inh,core dimer inh,PREPL inh,LYPLA2 inh,TPT1 inhibitor,CTSL1 counter,JMJD2C inh
CC(C)COc1ccc(C(=O)Nc2ccccc2[N+](=O)[O-])cc1,0.1,-2,2.1,6,0,13,-3,1,-6
Cc1sc2nc(C(C)(C)C)oc(=O)c2c1C,-0.1,-2,1.9,-1,5,6,-1,8,9
COc1cc2c(cc1/C=C/C(=O)O)OC(C)C2 (stereo not given),-0.2,0,0.7,-2,15,4,-3,3,4
Cc1ccccc1C(=O)Nc1ccc(-c2nc3ccc(C(=O)c4ccccc4)cc3[nH]2)cc1,0.1,0,3.3,23,1,-88,0,-1,-7
O=C(CNC(=O)c1ccccc1)N/N=C/c1ccccc1Cl,0.3,1,-0.9,-2,12,4,0,0,-16
O=C(Cn1cnc2cc([N+](=O)[O-])ccc2c1=O)N(Cc1ccccc1)C1CCS(=O)(=O)C1 (stereo not given),-0.1,2,2.2,0,23,2,-1,9,-3
COc1ccc(CNC(=O)CCS(=O)(=O)Cc2ccc(C)cc2)c(OC)c1,0.0,-3,-0.3,5,8,9,0,1,0
CS(=O)(=O)c1ccc(-c2cccc(NC(=O)COc3ccccc3)c2)nn1,0.1,-3,-1.1,0,1,7,-2,-4,0
CNC(=O)C(Sc1ccccc1)c1ccccc1 (stereo not given),0.0,-5,1.2,-3,-14,0,4,-4,1
Cc1ccc(C2=NOC3(CC(=O)N(c4ccc(C)cc4)C3=O)C2)cc1 (stereo not given),0.1,-5,-0.9,-5,7,3,0,-1,35
CC(NC(=O)CSc1ncccn1)c1ccccc1 (stereo not given),0.0,-1,-1.8,-3,7,3,-1,1,-7
Cc1ccc(NC(=O)Cn2c(=O)n(CCCC(=O)NCc3ccco3)c(=O)c3ccccc32)cc1,-0.1,0,2.1,5,-8,2,-1,0,21&-1
Cc1ccc2cc(CCNC(=O)CCCc3ccccc3)c(=O)[nH]c2c1C,0.0,-2,0.1,-1,18,9,-3,2,-5
O=C(NCC(=O)N(Cc1cccs1)C(C(=O)NC1CCCC1)c1ccco1)c1cccs1 (stereo not given),0.2,-1,2.0,6,-11,4,0,-1,6&15
CN1CCN(CC(=O)Nc2ccccc2Sc2ccccc2)CC1,-0.2,7,1.4,-3,-1,-2,2,5,7
O=C(NC(=O)c1ccncc1)NC(c1ccccc1)c1ccccc1,-0.2,1,8.0,-1,16,-1,-2,7,-23
c1ccc(N2CCN(c3nc4ccccc4[nH]3)CC2)nc1,0.0,-5,-0.5,0,3,4,-3,-1,-9
O=C(COC(=O)c1nc(Cl)c(Cl)c(Cl)c1Cl)NCc1ccccc1,-0.1,1,1.8,·,4,-4,·,·,·
N#Cc1cn(CCCOc2ccccc2)c2ccccc12,-0.1,6,4.2,2,-53,-2,-12,3,9
CCOc1ccccc1C=Nc1ccccc1C(=O)Nc1ccccc1,-0.2,0,0.8,6,0,-2,-1,0,-12
S=C1NC[C@H](c2ccccc2)N1CCCCC1CCCCC1,0.2,2,1.5,-1,-5,-3,0,3,-5
CC(C)(C)c1ccc(C(=O)NC(=S)NNC(=O)c2cccs2)cc1,-0.3,-1,-1.0,2,8,-3,2,-1,9
C=CCN(C(=O)c1csnn1)C(C(=O)NC(C)(C)C)c1ccncc1 (stereo not given),0.1,-3,-1.6,-4,0,3,0,10,2
COc1cc2c(cc1OC)CN(Cc1ccc(F)cc1)CC2,0.2,2,-2.2,3,18,-1,-1,-2,-2
Cc1cc(C(=O)Cn2nc(C(=O)O)c3ccccc3c2=O)c(C)n1CCc1ccc(F)cc1,-0.1,24*,2.5,18,-37,-8,2,1,-5

# Screening results as filed in PubChem BioAssay.
